Compound activity as filed in PubChem BioAssay.
MLLE-PAM2 inh: blocks PAM2 peptide binding to the PABP1 MLLE domain | P11940 | inhibition, % at 20 µM | 360,000 tested, 0.36% active | GST-MLLE / FITC-PAM2 fluorescence polarization | AID 588489; in the data active = inhibition above about 35%, passing the limit was not always enough;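 also: plate controls were DMSO wells with GST-MLLE for no effect and wells lacking GST-MLLE protein for full effect; some results filed as inactive read as strong as hits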
DNMT1 inh: blocks human DNA methyltransferase DNMT1; P26358; inhibition (reported as % activation of signal), % at 10 µM; AID 588458; 360,000 tested, 0.83% active; DNMT1 molecular beacon, Hinp1I cleavage, fluorescence; in the data active = inhibition above about 50%
Rpn11 inh: Rpn11 (human) deubiquitinase inhibition; O00487; human 26S proteasome, Ub4-pepOG fluorescence polarization; 20S core pre-blocked with epoxomicin; calls only at 20 µM; 360,000 tested, 0.59% active; AID 588493;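 active = inhibition at 20 µM, scaled to each plate's controls, above about 33%, limit read from the data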
LMPTP inh: LMPTP (human) inhibition; 360,000 tested, 0.22% active; recombinant LMPTP-A, OMFP fluorogenic substrate, fluorescence intensity; inhibition, % at 20 µM;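 active = compounds that cut the enzyme signal by at least half of the control window in the single-dose screen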;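 also: plate controls were DMSO wells with enzyme plus substrate for no effect and substrate without enzyme for full effect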
Target sequence (P24666 whole entry, looked up): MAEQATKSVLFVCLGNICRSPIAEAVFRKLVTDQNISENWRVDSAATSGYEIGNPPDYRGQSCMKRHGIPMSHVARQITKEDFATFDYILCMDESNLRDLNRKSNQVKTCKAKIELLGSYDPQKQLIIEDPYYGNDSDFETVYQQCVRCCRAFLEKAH
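Test system – LMPTP-A phosphatase enzyme · Quantity – 0.625 nM LMPTP-A final · Reagent – OMFP substrate, 400 µM final · Dosing – one test concentration per compound, 20 µM, with 3% DMSO overall · Timing – 50 min enzyme reaction at room temperature, protected from light · Detection – fluorescence intensity · Controls – substrate-only low control, DMSO enzyme-plus-substrate high control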
TbMetRS inhib: Trypanosoma brucei MetRS inhibition; 360,000 tested, 0.4% active; purified T. brucei MetRS, ATP depletion, Kinase-Glo luminescence; AID 624268; inhibition, % at 11.9 µM;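 active = inhibition above a per-plate cutoff of the control wells' mean inhibition plus 3 SD, cut at about 5.5% in these data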;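 also: 0% = DMSO wells median and 100% = median of wells with control inhibitor compound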
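Material: parasite MetRS enzyme / Replication: singlicate, one well per compound / Signal: luminescence of leftover ATP / Schedule: 2 h aminoacylation at 25 °C after 15 min preincubation / Medium: HEPES-MgCl2-KCl buffer plus DTT, spermine, BSA, pyrophosphatase / Doses: 11.9 µM single point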
STEP block: inhibitors of human striatal-enriched phosphatase STEP. recombinant STEP, OMFP fluorogenic substrate, fluorescence. inhibition, % at 20 µM. 360,000 tested, 0.25% active;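 active = inhibition at 20 µM, scaled per plate between control wells, above about 37%, limit read from the data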;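 also: 0% = DMSO with enzyme and substrate and 100% = substrate only without enzyme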
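Material: STEP (striatal-enriched tyrosine phosphatase) enzyme, cell-free; Compound dosing: 20 µM single dose in 1% DMSO; Technique: fluorescence read at 480 nm ex / 540 nm em; Times: reaction 20 min, ambient temperature; Medium: 50 mM Bis-Tris pH 6.0 with 2.5 mM DTT and 0.005% Tween 20; Also added: OMFP at 25 µM.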
SUMO1 PPI mod: modulators of human SUMO1-mediated protein-protein interactions; P63165; SUMO1 binding to a labelled peptide, TR-FRET, 1 h; inhibition, % at 20 µM; 360,000 tested, 0.33% active; in the data active = inhibition above about 37%
Target sequence (P63165 whole entry, looked up): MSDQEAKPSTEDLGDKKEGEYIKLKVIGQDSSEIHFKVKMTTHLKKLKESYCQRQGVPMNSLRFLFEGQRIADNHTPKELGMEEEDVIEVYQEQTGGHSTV
NadD block: blocks S. aureus nicotinate mononucleotide adenylyltransferase | purified NadD enzyme, colorimetric absorbance read-out | inhibition, % at 20 µM | 360,000 tested, 0.78% active | AID 602399; in the data active = inhibition above about 26%; also: some compounds past the cut are filed as inactive
CSN inh: blocks human CSN-mediated cullin deneddylation. AID 651999. 360,000 tested, 0.38% active. Purified CSN, SCF-Nedd8-OG deneddylation, fluorescence polarization. inhibition, % at 12.5 µM. Q92905;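 active = pattern-corrected inhibition above about 35%, with an unprinted fluorescence ratio check between 0.5 and 1.5, limit read from the data, passing the limit was not always enough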;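 also: 0% = enzyme with substrate and 100% = substrate without enzyme; some results filed as inactive read as strong as hits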
Target sequence (Q92905 whole entry, looked up, one chain of several): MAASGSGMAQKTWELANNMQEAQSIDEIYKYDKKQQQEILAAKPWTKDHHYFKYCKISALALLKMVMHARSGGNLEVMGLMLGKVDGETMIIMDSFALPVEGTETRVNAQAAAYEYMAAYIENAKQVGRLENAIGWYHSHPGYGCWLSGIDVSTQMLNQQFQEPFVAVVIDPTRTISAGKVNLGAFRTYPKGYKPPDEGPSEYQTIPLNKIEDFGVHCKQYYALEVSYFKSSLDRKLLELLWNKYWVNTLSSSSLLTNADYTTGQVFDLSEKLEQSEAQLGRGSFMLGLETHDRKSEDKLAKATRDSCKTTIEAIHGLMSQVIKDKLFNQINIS
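Test system: Human Csn5 produced in HEK293T cells | Compound: 12.5 µM single point | Times: 90 min, room temperature | Signal: Fluorescence polarization readout | Read-out basis: % inhibition of substrate cleavage by Csn5 | Controls: no-enzyme wells high, enzyme-with-substrate wells low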
Scp1 inh: inhibitors of human Scp-1 phosphatase; Q9GZU7; Recombinant Scp1, phosphopeptide, malachite green phosphate absorbance; inhibition, % at 20 µM; 340,000 tested, 0.88% active;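 active = inhibition above about 50% at 20 µM, limit read from the data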;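 also: plate controls were DMSO wells with enzyme for no effect and wells lacking enzyme for full effect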
Target sequence (Q9GZU7 76-261 limits assumed): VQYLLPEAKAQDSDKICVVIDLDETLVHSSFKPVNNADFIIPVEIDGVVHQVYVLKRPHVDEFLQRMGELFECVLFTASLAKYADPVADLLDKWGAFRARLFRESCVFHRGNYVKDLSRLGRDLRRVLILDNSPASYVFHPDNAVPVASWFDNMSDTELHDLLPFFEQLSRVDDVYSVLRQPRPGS
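Incubation: 45 min enzyme reaction at room temperature / System: truncated SCP-1 phosphatase (76-261aa) / Reagent: Phospho 17-mer peptide substrate / Buffer or medium: Acidic Tris acetate buffer with magnesium and detergent / Signal: absorbance at 630 nm / Doses: one concentration, 20 µM, with 1.0% DMSO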
* hit, by the source's call; i = inactive; / = no result given.

SMILES	MLLE-PAM2 inh	DNMT1 inh	Rpn11 inh	LMPTP inh	TbMetRS inhib	STEP block	SUMO1 PPI mod	NadD block	CSN inh	Scp1 inh
Cc1c(C(=O)c2ccccc2)oc2ccc3ccccc3c12	-3	0	i	1.7	-0.4	3	-3	4	-3	-18
CC(NC(=O)CCSc1nc(-c2ccco2)cc(C(F)(F)F)n1)c1ccccc1 (stereo not given)	-12	-10	i	0.2	0.3	0	-1	8	-3	-8
COc1ccc(C(=O)NCC(=O)OCC(=O)NC(=O)c2ccc(C(C)(C)C)cc2)cc1OC	1	1	i	-1.1	-0.7	-2	-3	-5	0	-9
CCOC(=O)c1csc(NC(=O)C(C)(C)C)n1	-9	1	i	-2.3	-0.2	2	4	2	5	-16
CCOC(=O)c1csc(NC(=O)c2ccc(S(=O)(=O)N3CCCC3)cc2)n1	-5	12	i	-0.3	-1.0	1	2	-2	-3	5
Cc1ccc(Nc2nc3nonc3[nH]c2=O)cc1Cl	1	-1	i	0.0	0.1	-1	-4	10	2	-1
Clc1cnc(N/N=C/c2ccncc2)c(Cl)c1	-9	2	i	0.2	-0.1	2	-23	4	-1	-6
COc1ccccc1NCC(=O)NN=C1CCS(=O)(=O)c2ccc(F)cc21	-8	-1	i	1.9	-0.4	2	0	7	3	0
CNc1[nH]ncc1[N+](=O)[O-]	-7	-1	i	-0.2	0.1	-1	-6	-2	-5	-8
N#CCCN1CCCN(CCC#N)CCN(CCC#N)CCCN(CCC#N)CC1	-15	2	i	-6.4	-0.8	-3	3	-3	0	-10
O=C(COC(=O)CCNS(=O)(=O)c1ccccc1F)Nc1nnc(-c2ccccc2)o1	0	1	i	-1.3	-0.2	3	9	7	-3	1
CC(C)C(=O)Nc1ccc(C(=O)N/N=C/C2CC3C=CC2C3)cc1 (stereo not given)	-3	3	i	-1.0	-0.8	1	40*	-1	1	-3
Cc1ccc(NS(=O)(=O)c2ccc(C(C)C)cc2)cc1S(=O)(=O)N1CCOCC1	-1	-1	i	2.4	-0.2	2	-1	-5	-1	-5
Cc1cc(NC(=O)Cc2ccc(Br)cc2)no1	1	-5	i	-1.3	-0.4	0	-3	-4	2	-7
CC(=O)c1cccc(NC(=S)Nc2ccn(Cc3cccc4ccccc34)n2)c1	10	-15	i	3.2	-0.6	3	1	8	4	7
O=c1[nH]c2c(s1)C(c1cccnc1)C1C3CCC(C3)C1S2 (stereo not given)	8	1	i	-2.6	-0.6	0	-2	-5	5	6
COc1ccc(-c2c(C)nn3c(Cl)c(C)c(C)nc23)cc1	-1	8	i	1.7	-0.2	-1	-6	-2	-1	-5
COC(=O)[C@@]1(Cc2ccc(OC)cc2)[C@H]2c3cc(C(=O)N4CCCC4)n(Cc4ccccn4)c3C[C@H]2CN1C(=O)c1ccccc1	/	/	/	0.7	-0.5	/	3	5	-6	/
CN(CC(=O)Nc1ccc(Cl)c(S(=O)(=O)N(C)C)c1)Cc1ccccc1	-3	-1	i	-1.6	-0.1	-2	3	-5	0	-8
C[C@H](NC(=O)c1ccco1)C(=O)N1CCN(c2ccc(C(F)(F)F)cn2)CC1	11	3	i	-0.9	-0.2	-2	-5	-4	-4	3
Cc1ccc(-n2nnc3c(=O)n(Cc4ccccc4C)cnc32)cc1	14	13	i	-1.7	-0.8	5	2	-5	-7	-1
CCn1ccnc1[C@@H]1C[C@H]2CN(Cc3cccc(Cl)c3)C(=O)[C@]23CCCN13	10	-1	i	-0.5	0.8	0	-2	-1	-1	-5
O=C(Cc1ccc(F)cc1)Nc1cccc(-c2ccc3nncn3n2)c1	3	-2	i	-2.4	-0.1	1	-22	-5	-7	1
Cc1ccc(-n2c3c(cc(C(=O)NCCCN4CCOCC4)c2=O)C(=O)CC(C)(C)C3)cc1	-15	1	i	-0.4	0.0	1	1	-5	-4	3
CC1CCCCC1NC(=O)C(C)N1C(=O)c2ccccc2C1=O (stereo not given)	5	4	i	-1.3	-0.2	-1	1	1	-1	1
O=C(O)Cc1sc(N/N=C\c2ccccc2)nc1-c1ccccc1	-62	90*	i	1.8	0.0	-1	5	47*	18	54*
O=C(NNc1nc(-c2ccccc2)cs1)c1cccs1	-17	-3	i	1.8	0.0	0	1	3	3	-8
CC1=CC(C)C2C(=O)N(O)C(=O)C2C1 (stereo not given)	4	5	i	-0.3	-0.6	-2	0	2	8	-5
CCOC(=O)CSc1nc2c(cnn2-c2ccc(C)cc2)c(=O)[nH]1	-4	1	i	0.7	-0.6	-2	2	-5	6	-4
O=C(Nc1ccc2oc(-c3ccc4ccccc4c3)nc2c1)c1cccs1	4	17	i	3.5	-1.0	-3	-1	13	2	-2
S=C(Nc1ccccc1Cl)N1CCCCC1	-43	-4	i	-0.3	0.1	-2	-3	-2	-9	-2
CSc1cccc(NC(=S)N(Cc2ccccc2)Cc2cccnc2)c1	-91	-1	i	0.0	0.0	3	1	-2	6	-4
O=C(c1ccccc1)N1CN2CN(C(=O)c3ccccc3)CC([N+](=O)[O-])(C2)C1	9	8	i	-2.8	-0.2	-3	-2	-4	-5	-5
CCOC(=O)C1(C)CCN1C(=O)c1ccc(OC)c(OC)c1 (stereo not given)	-11	-1	i	-1.8	-0.2	1	0	0	0	/
N#Cc1ccc(Oc2cc(C(F)(F)F)nc(-c3ccccn3)n2)cc1	-7	3	i	-1.2	-0.7	1	-1	-5	0	-10
CCC(C)(O)c1[nH]c2ccc(C(F)(F)F)cc2c1C (stereo not given)	7	4	i	-1.8	-0.2	1	5	-6	-1	-9
O=C1CC2(CCCC2)C(=O)N1CN1CCN(S(=O)(=O)c2ccc(Cl)c(Cl)c2)CC1	3	3	i	-1.9	-0.2	0	1	-3	0	-6
CCCc1ccc(C(=O)NNc2ccc(F)cc2)cc1	4	-3	i	1.2	-0.9	4	4	6	0	-10
CCOC(=O)C(NC(=O)C1CCCN1C(=O)OCc1ccccc1)C(=O)OCC (stereo not given)	-8	3	i	0.1	-1.8	-5	7	5	-5	17
COc1ccc([C@@H]2[C@@H]3C(=O)N(C(C)(C)C)C(=O)[C@@H]3[C@]3(Cc4ccccc4)C(=O)N(c4ccc(Br)cc4)C(=O)N23)cc1	1	26	i	3.3	-0.1	0	-4	13	-2	0
Cc1ccc2c(c1)sc1nc(=O)n(-c3cccc(Cl)c3)c(=O)n12	4	7	i	-0.7	-0.2	-3	1	-2	-1	-4
CCCC12CN3CCN(CC(C3)/C1=N\NC(=O)c1ccccc1N)C2	-2	4	i	-3.4	-0.3	-3	2	-4	-9	-6
COC(=O)CCC(=O)NC(=S)Nc1ccc(S(=O)(=O)N2CCCC2)cc1	6	0	i	-1.2	-0.8	-2	3	-3	3	-6
O=C(Nc1ccnn1C1CCN(CCCc2ccccc2)CC1)c1ccccc1	-11	-2	i	-0.9	-0.4	-3	9	-7	0	1
Cc1ccc(Cn2ncn3c(cc4ccccc43)c2=O)cc1	-3	-9	i	0.7	-0.8	2	-6	1	4	-9
NC(=O)C1CCN(C(=O)c2ccc(Cl)c(S(=O)(=O)N3CCc4ccccc43)c2)CC1	5	3	i	-0.3	-0.2	-2	1	-2	-2	/
C=CCSc1nnc(-c2cc(Br)ccc2N)c(=O)[nH]1	-18	4	i	0.8	-0.3	-1	8	2	4	0
CCCn1c(=O)c2c(nc(Br)n2CCC)n(C)c1=O	0	14	i	-1.2	-0.5	1	3	-2	-2	-4
Cc1nc2ccc(C(=O)N(C)Cc3ccccc3)cn2c1N(C)C(=O)CCc1ccccc1	-1	-1	i	-0.9	-0.3	-3	4	0	3	/
O=C(N/N=C/c1ccccc1)c1cccc2ccccc12	6	3	i	-0.4	-0.5	1	-2	-8	0	-10
COc1cc(CCCN2C(N)=NC[C@@H]2Cc2ccccc2)cc(OC)c1OC	-24	5	i	-0.7	-0.1	2	7	-5	-2	0
CC(C)(C)OC(=O)N1CCC(NC(=O)c2nc[nH]c2C(=O)N2CCc3ccccc3C2)CC1	4	2	i	0.3	0.5	-1	6	4	-3	-4
Cn1c(C(C(=O)NCC2CCCO2)N(CCc2ccccc2)C(=O)Cn2nnc3ccccc32)nc2ccccc21 (stereo not given)	3	-7	i	1.0	0.9	-2	-1	6	1	-7
Cc1cccn2c(=O)c3cc(C(=O)NCC4CCCO4)c(=N)n(C4CCCC4)c3nc12 (stereo not given)	-4	2	i	0.4	-0.2	2	-27	-2	0	2
CC1(Oc2ccc(F)cc2)CCN(Cc2ccccc2OC(F)F)C1 (stereo not given)	-3	-4	i	-1.0	0.2	1	4	-2	2	/
CCC(C)(C(=O)NC1CCCCC1)N(Cc1ccco1)C(=O)Cc1cccs1 (stereo not given)	13	1	i	-1.3	-1.8	-5	2	-5	2	-8
CCN(c1ccc(C)c(C)c1)S(=O)(=O)c1c(C)[nH]c(=O)[nH]c1=O	6	2	i	-1.6	-0.5	0	2	-3	-1	-4
Cn1c(SCC(=O)N2c3ccccc3Sc3ccccc32)nnc1-c1ccco1	-54	0	i	0.1	-0.9	-1	2	7	2	-9
CCOC(=O)N1CCN(C(=O)c2ccc(N(Cc3ccccc3)S(C)(=O)=O)cc2)CC1	14	3	i	-0.7	-1.2	4	3	-6	-3	-5
CNc1c(N)n(Cc2ccccc2)c(=O)[nH]c1=O	40	-1	i	-2.1	0.4	-3	-3	-3	-17	-7

Profiles, quoted from the list. Screens in order: MLLE-PAM2 inh, DNMT1 inh, Rpn11 inh, LMPTP inh, TbMetRS inhib, STEP block, SUMO1 PPI mod, NadD block, CSN inh, Scp1 inh
C=CCSc1nnc(-c2cc(Br)ccc2N)c(=O)[nH]1 across the screens: -18, 4, i, 0.8, -0.3, -1, 8, 2, 4, 0
COc1cc(CCCN2C(N)=NC[C@@H]2Cc2ccccc2)cc(OC)c1OC across the screens: -24, 5, i, -0.7, -0.1, 2, 7, -5, -2, 0

Two entries picked at random from those above, as already listed:
SMILES	MLLE-PAM2 inh	DNMT1 inh	Rpn11 inh	LMPTP inh	TbMetRS inhib	STEP block	SUMO1 PPI mod	NadD block	CSN inh	Scp1 inh
C=CCSc1nnc(-c2cc(Br)ccc2N)c(=O)[nH]1	-18	4	i	0.8	-0.3	-1	8	2	4	0
Cn1c(SCC(=O)N2c3ccccc3Sc3ccccc32)nnc1-c1ccco1	-54	0	i	0.1	-0.9	-1	2	7	2	-9
